PKA kinase inh: inhibitors of human protein kinase A. P17612. PKA Kemptide phosphorylation, Kinase-Glo ATP luminescence. inhibition, % at 6 µM. 0.1% of 65,000 active. AID 524;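 active = inhibition above the screen-wide mean inhibition plus 3 SD, cut at about 21% in these data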; also: many of its hits are not listed in these tables
Autofluor 339: intrinsic fluorescence of library compounds, ex339/em460 – biochemical, MLSMR library, data from DPM-DC assay, artefact control, profiling panel. AID 709. 5.5% of 65,000 active. fluorescence fold increase at 10 µM. compound autofluorescence, ex339/em460 nm, NADH buffer; active compounds read high; 1 = no-compound wells, NADH background;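 active = at 10 µM, mean starting fluorescence two-fold or more over control wells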;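 also: signal is the first read of a kinetic run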
MMP13 inh: blocks human MMP13 activity. P45452. MMP-13 fTHP FRET cleavage, Mca fluorescence. inhibition, % at 4 µM. 0.07% of 65,000 active. AID 570;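 active = inhibition above the mean of compound-free control plate wells plus 3 SD, cut at about 14% in these data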;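 also: 0% = DMSO wells and 100% = wells with reference MMP-13 inhibitor after basal subtraction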
HEK293 NFkB inh: lowers PMA/ionomycin-induced NF-kB signal in HEK293 cells; 0.21% of 62,000 active; inhibition, % at 3 µM; HEK-293 NF-kB luciferase reporter, luminescence; AID 465;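 active = inhibition above the mean of all tested compounds plus 3 SD, cut at about 40% in these data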;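 also: 0% = stimulated DMSO wells and 100% = 10 µM reference inhibitor 5653914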
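Signal: luciferase luminescence; Material: HEK-293 cells with stable firefly luciferase reporter driven by four HIV NF-kB elements; Probe or stimulus: PMA with ionomycin; Replication: tested once; Times: 1 h compound pretreatment, then 16 h stimulation at 37 °C, 5% CO2; Benchmarks: DMSO and 10 µM reference inhibitor; Evaluation: per-plate % inhibition versus controls.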
NADH coupling: inhibitors of enzymes used to reach an NAD/NADH endpoint. coupled PK/LDH NADH assays, four targets. AID 774. IC50, µM (top dose mostly 10 µM), for the others: at the highest dose inhibition. 0.02% of 65,000 active;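 active = single-dose screening hits from any of four coupled enzyme assays that gave an IC50 when retested across doses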;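 also: the DPM-DC format reads NADH fluorescence rather than 340 nm absorbance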
ROCK2 inh: blocks human Rho kinase 2 activity; O75116; purified ROCK2, Kinase-Glo ATP depletion luminescence; inhibition, % at 6 µM; 0.35% of 60,000 active; AID 604;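 active = inhibition above the screen-wide mean inhibition plus 3 SD, cut at about 18% in these data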;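 also: plate controls were DMSO wells for no effect and Y-27632 control wells after no-enzyme background subtraction for full effect; many of its hits are not listed in these tables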
Target sequence (O75116 whole entry, looked up): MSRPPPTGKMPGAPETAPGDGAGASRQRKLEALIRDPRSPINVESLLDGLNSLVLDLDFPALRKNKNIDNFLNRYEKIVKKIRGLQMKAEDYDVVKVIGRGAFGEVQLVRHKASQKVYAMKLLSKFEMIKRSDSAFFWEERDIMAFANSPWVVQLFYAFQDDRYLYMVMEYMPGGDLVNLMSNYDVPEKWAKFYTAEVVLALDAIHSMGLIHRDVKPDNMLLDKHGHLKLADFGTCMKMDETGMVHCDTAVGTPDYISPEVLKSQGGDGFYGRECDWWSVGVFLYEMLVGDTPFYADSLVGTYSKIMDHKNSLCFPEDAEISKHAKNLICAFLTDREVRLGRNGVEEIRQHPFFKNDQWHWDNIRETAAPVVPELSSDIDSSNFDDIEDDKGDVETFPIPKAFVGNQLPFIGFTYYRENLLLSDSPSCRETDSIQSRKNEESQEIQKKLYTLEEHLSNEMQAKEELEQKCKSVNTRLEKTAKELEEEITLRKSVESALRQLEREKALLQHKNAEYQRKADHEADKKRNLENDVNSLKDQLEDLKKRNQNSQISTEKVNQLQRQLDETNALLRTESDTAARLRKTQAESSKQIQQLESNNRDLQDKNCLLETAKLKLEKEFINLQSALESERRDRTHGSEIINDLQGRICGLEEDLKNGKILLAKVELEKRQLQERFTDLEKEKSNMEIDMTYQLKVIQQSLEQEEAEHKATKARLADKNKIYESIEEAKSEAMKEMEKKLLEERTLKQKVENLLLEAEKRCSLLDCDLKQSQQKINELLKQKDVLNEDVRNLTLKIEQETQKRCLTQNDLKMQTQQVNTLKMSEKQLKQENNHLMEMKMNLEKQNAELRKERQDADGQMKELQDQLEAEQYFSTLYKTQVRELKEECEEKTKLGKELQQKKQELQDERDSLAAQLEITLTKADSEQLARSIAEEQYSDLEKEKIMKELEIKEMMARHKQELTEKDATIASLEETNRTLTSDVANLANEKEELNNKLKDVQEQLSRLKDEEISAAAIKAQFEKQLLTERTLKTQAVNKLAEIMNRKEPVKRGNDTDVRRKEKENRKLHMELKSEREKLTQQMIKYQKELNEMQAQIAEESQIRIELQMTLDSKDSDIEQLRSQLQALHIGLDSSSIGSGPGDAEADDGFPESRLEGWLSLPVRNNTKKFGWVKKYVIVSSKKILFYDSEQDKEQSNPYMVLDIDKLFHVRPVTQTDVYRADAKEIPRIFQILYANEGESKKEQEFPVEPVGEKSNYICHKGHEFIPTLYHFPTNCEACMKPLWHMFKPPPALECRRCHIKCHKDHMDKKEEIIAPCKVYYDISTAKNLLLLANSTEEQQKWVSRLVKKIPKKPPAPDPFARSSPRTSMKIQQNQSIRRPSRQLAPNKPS
A340 absorber: absorbance at 340 nm | compound absorbance at 340 nm, fold over control | fold change at 10 µM | 65,000 tested, under 10 active;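 active = at 10 µM dose, initial 340 nm absorbance at least 2 fold that of control wells; inactive = change under 2 fold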;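 also: initial absorbance extrapolated from kinetic A340 decline of NADH oxidation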
JNK3 blocker: blocks human JNK3 kinase activity; P53779; purified JNK3 kinase activity, HTS; inhibition, % at 8 µM; 0.61% of 60,000 active; AID 746; in the data active = inhibition above about 17%;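 also: 0% = DMSO and 100% = reference inhibitor; many of its hits are not listed in these tables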
Ecoli tolC: E. coli tolC mutant growth inhibition; 2.2% of 65,000 active; growth inhibition, % at 10 µM (by protocol); E. coli BW25113 tolC mutant growth, OD615;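 active = growth inhibition at or above a cutoff equal to the mean over every tested compound plus 3 SD, cut at about 60% in these data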;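 also: growth measured after 20 h incubation at 37 °C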
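Doses: one dose of 10 µM final / Material: E. coli BW25113 ΔtolC::kan, tolC deletion mutant strain / Buffer or medium: LB with kanamycin 50 µg/mL / Evaluation: percent growth inhibition / Detection: optical density read at 615 nm / Incubation: 37 °C, 20 h exposure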
* hit, by the source's call; x = not tested or not shown; [ ] = another dose, or the depositor's remark. The list is partial; rates above refer to the full screens.

The line under a structure holds: PKA kinase inh, Autofluor 339, MMP13 inh, HEK293 NFkB inh, NADH coupling, ROCK2 inh, A340 absorber, JNK3 blocker, Ecoli tolC
(1) CSc1ccc(C(C(C(=O)c2cccs2)N2CCOCC2)N2CCOCC2)cc1 (stereo unspecified)
 : 12, 1.1, 1, -1, 4%, 5, 1, 2, 9
(2) Cc1ccc(C)c(S(=O)(=O)Nc2ccc(S(=O)(=O)Nc3onc(C)c3C)cc2)c1
 : 8, 1.1, -3, 0, 4%, 6, 1, -5, 3
(3) CCN(CC)c1nc(N2CCOCC2)c(C#N)c2c1CN(C)CC2
 : 4, 1.1, -1, x, 6%, 3, 1.1, 4, -4
(4) CCN1CCn2c3c(c4cc(Cl)ccc42)CCCC31 (stereo unspecified)
 : 5, 1.2, 2, 13, 7%, 6, 1, -1, 0
(5) O=c1c2c(nc3nc(CCc4ccccc4)[nH]n13)CCC2
 : 6, 1, 3, 22, 2%, -11, 0.99, -1, 7
(6) Nc1nnc(SCc2cccc(C(F)(F)F)c2)s1
 : -7, 1.1, 3, 0, 6%, -1, 1, 4, 8
(7) CCCN(CCC)C1CC(=O)N(Cc2ccccc2)C1=O (stereo unspecified)
 : 11, 1.1, 4, 23, 8%, 4, 0.94, -1, 0
(8) COc1cc(CN2CCC(C(=O)NC3CCCC3)CC2)cc(OC)c1O
 : 12, 1.1, 4, 20, 6%, 3, 1, 6, -10
(9) COc1ccc(N2CCN(Cc3nc4c(c(=O)n(C)c(=O)n4C)n3CCc3ccccc3)CC2)cc1
 : 4, 1.1, 9, 1, 2%, 5, 1, -5, 2
(10) CCOC(=O)C1=C(c2ccccc2)NC(SCC(=O)Nc2ccccc2C)=C(C#N)C1c1ccco1 (stereo unspecified)
 : 5, 1.1, 5, x, 3%, 3, 1, 0, 1
(11) Cc1ccc(-n2ncc3c(=O)[nH]c(SCC(=O)N4CCC(C)CC4)nc32)cc1C
 : 3, 1.1, 5, 1, 2%, 6, 1, -3, -18
(12) Cc1ccc(-n2ncc3c(NCc4ccccn4)ncnc32)c(C)c1
 : 4, 1.2, 0, 12, 4%, 5, 1, 1, 7
(13) CCc1c(O)nc(SCC(N)=O)n(-c2ccccc2F)c1=O
 : 2, 1.1, 3, 11, 9%, 3, 1, -14, -17
(14) OCC1CCCN(Cc2ccc(-c3ccccc3)cc2)C1 (stereo unspecified)
 : -2, 1, 0, 4, 14%, 2, 1, -4, -11
(15) O=C(c1ccccc1F)N(Cc1ccccc1)C1CCS(=O)(=O)C1 (stereo unspecified)
 : 4, 1.2, 4, 9, 44%, -1, 1.1, -4, 7
(16) C=CCn1c(NCCc2ccccc2)nc2c1c(=O)n(C)c(=O)n2C
 : -2, 1.1, 0, 9, 5%, 1, 1, 0, -6
(17) O=C(OCC(=O)N1CCN(c2ccccc2)CC1)C1=COCCO1
 : 10, 1.1, 5, 13, 6%, 0, 1, 0, -5
(18) COc1ccc(-c2onc(C)c2-c2ccccc2)c(O)c1
 : 6, 1.1, 0, x, 2%, -9, 1, 0, 12
(19) COc1ccc(C2N3CC4(C)CN2CC(C)(C3)C4O)cc1 (stereo unspecified)
 : 10, 1.1, 2, 2, 2%, 5, 1, 0, -21
(20) CCN1C(=O)/C(=C2\SC(=S)N(CCCOC)C2=O)c2ccccc21
 : -6, 1.1, 1, 19, 4%, -2, 1, 2, -13
(21) C=CCSc1nc2c(c(=O)[nH]1)C(C(C)C)C(C#N)=C(N)O2 (stereo unspecified)
 : 0, 1.1, -3, 25, 0%, 4, 1, 4, 0
(22) Cc1ccc(C2Nc3ccccc3C(=O)N2Cc2ccco2)cc1 (stereo unspecified)
 : -9, 4*, -52[fluorescence artefact?], -4, 7%[fluoresces], -5, 1, 9, 22
(23) O=C(CSc1nnc(CNc2ccc(Cl)cc2)o1)Nc1nc2c(s1)CCCC2
 : 2, 0.98, 5, 3, 9%, 8, 0.99, 1, 7
(24) COC(=O)c1sc(NC(C)=O)c(C(=O)OC)c1C
 : 4, 1.1, -7, x, 3%, 5, 1, 4, 1
(25) C/C(NC(=O)c1ccccc1)=C1/C(=O)CC2C1C2(C)C (stereo unspecified)
 : 3, 1.1, 2, 8, 2%, 2, 1.1, 0, 26
(26) O=C(O)C1CC(=O)N(c2ccc(Br)cc2)C1 (stereo unspecified)
 : -7, 1.1, 2, 0, 2%, -4, 1, -9, -21
(27) CCOc1ccccc1N/C=C/C(=O)C(C)(C)C
 : 11, 1.1, 0, 3, 5%, x, 1.1, x, 0
(28) Cc1cc(C)n(-c2nc3c(c(=O)[nH]c(=O)n3C)n2CCc2ccccc2)n1
 : -5, 1.1, 4, 12, 8%, -2, 0.99, -7, 2
(29) CCOC(=O)N1CCN(Cc2nc3c(c(=O)n(C)c(=O)n3C)n2CCCc2ccccc2)CC1
 : -4, 1.1, -2, 5, 4%, -8, 1, -14, 6
(30) CCC(=O)Nc1cc(C)c(NC(=O)CCc2ccccc2)cn1
 : 2, 1.1, -4, -2, 7%, 1, 1, 1, -15
(31) CCC(=O)c1ccc(N2CCN(C(=O)c3ccc(Br)cc3)CC2)c(F)c1
 : 6, 1.1, 5, 6, 7%, 4, 1, -5, -4
(32) CCOc1ccc(N(CC(=O)NC2CCCCCC2)S(=O)(=O)c2c(C)noc2C)cc1
 : 1, 1.1, 3, 13, 5%, 2, 1.1, 3, 6
(33) CC1(C)CC(=O)c2sc(N3CCCCC3)nc2C1
 : 6, 1.1, 2, 2, 6%, 5, 1.1, 9, 1
(34) Cc1ccc(S(=O)(=O)N2CCCC2C(=O)Nc2nccs2)cc1 (stereo unspecified)
 : 4, 0.97, -2, 4, 4%, 6, 1, -2, -1
(35) O=C(Nc1ccccc1)Nc1cccc2cccnc12
 : -10, 1, 1, -27, 5%, 0, 1, 5, 36
(36) CC(=O)NC12CC3CC(C)(C1)CC(NC(C)=O)(C3)C2
 : -7, 1.1, 6, 0, 3%, 1, 1, -10, -11
(37) Cc1ccc(OCC(O)CN2CCN(CC(O)COc3ccc(C)cc3)CC2)cc1 (stereo unspecified)
 : 6, 0.81, 0, 25, 9%, -1, 0.99, 1, -10
(38) COC(=O)c1ccc(CSc2nnc(CNC(=O)c3ccccc3F)o2)o1
 : 8, 0.9, 2, 6, 3%, x, 1, x, -10
(39) CCOC(=O)c1c(C)n(C)c2ccc(OC)c(NC(=O)CN3CCN(C(=O)c4ccco4)CC3)c12
 : -1, 1.1, -2, 30, 3%, -3, 1, -2, -10
(40) O=C(CSc1nc2ccccc2c(=O)[nH]1)Nc1ccc(S(=O)(=O)N2CCCC2)cc1
 : 6, 1.1, 3, 5, 2%, -1, 1, -2, 34
(41) CCn1c(SCC(=O)OC(C)C)nnc1-c1cccc(Cl)c1
 : 12, 1.1, 3, 18, 3%, 9, 0.98, 0, -1
(42) COc1ccc(-c2cc(C(=O)NCCN3CCOCC3)c3ccccc3n2)cc1
 : 7, 4.9*, -54[fluorescence artefact?], 11, 6%[fluoresces], 1, 1.1, -3, -11
(43) Cn1cnnc1Sc1nc2c(c(=O)n(C)c(=O)n2C)n1Cc1ccccc1Cl
 : 4, 1.1, 3, 8, 2%, -3, 1, -8, -2
(44) COCCNC(=O)CN1C(=O)CSc2ncccc21
 : 4, 1, -2, 2, 2%, 2, 0.99, 9, -3
(45) [N-]=[N+]=CC(=O)CNC(=O)[C@@H](Cc1ccccc1)N1C(=O)c2ccccc2C1=O
 : -4, 1.1, -2, 7, 2%, -3, 1.1, 5, -8
(46) Cc1ccc(C)c2c1sc(=NC(=O)CN1C(=O)CCC1=O)n2C
 : 5, 1.1, 0, 3, 6%, 1, 1, 3, 0
(47) O=C1CC(c2ccccc2)Sc2ccccc2N1 (stereo unspecified)
 : 1, 1.1, -6, 27, 1%, -2, 0.99, -1, 6
(48) Cc1cc(C(C)(C)C)oc1C(=O)Nc1ccc(CC(=O)O)cc1
 : -2, 1.3, -1, 24, 5%, -4, 1, 0, 4
(49) CCOC(=O)C1CCCN(C(=O)C(C)Oc2ccc(Cl)cc2Cl)C1 (stereo unspecified)
 : 0, 1.1, 4, 16, 6%, x, 1, x, 18
(50) COc1ccc(OCC(=O)Nc2cc(OC)cc(OC)c2)cc1
 : 0, 1.1, 2, 8, 4%, 5, 1, -3, 9
(51) C=CCOC(=O)C1=C(C)OC(N)=C(C#N)C1c1ccc2c(c1)OCO2 (stereo unspecified)
 : 14, 1, 0, 5, 3%, 4, 0.98, 5, 7
(52) O=C(CN(CC1CCCO1)C(=O)CCC(=O)Nc1nccs1)NCc1ccc2c(c1)OCO2 (stereo unspecified)
 : -10, 1.1, -5, -5, 10%, -1, 0.97, 7, -15
(53) CCSc1nc2c(cnn2-c2ccc(C)c(C)c2)c(=O)[nH]1
 : 3, 1.1, -2, 0, 2%, 6, 1.1, -1, -11
(54) COCCN1C(=O)C(=O)/C(=C(/O)c2cccc(OC)c2)C1c1ccco1 (stereo unspecified)
 : 4, 1, 5, 15, 3%, x, 1.2, x, -13
(55) Cc1cccn2cc(CCNS(=O)(=O)c3ccc4c(c3)OCCO4)nc12
 : 7, 1.1, 0, 21, 9%, 6, 1, 3, -3
(56) CCc1nnc(NS(=O)(=O)c2ccc(NS(=O)(=O)c3ccccc3)cc2)s1
 : 10, 1.1, 5, 14, 1%, 6, 1, 8, 19
(57) CC1(C)Cc2c(sc3nc(NCCN4CCOCC4)n4ncnc4c23)CO1
 : 4, 1.2, 2, 9, 3%, 8, 1, 4, -9
(58) CCOc1cc2c(cc1OCC)C(C(=O)O)C(c1cc(Br)c(O)c(OC)c1)N(C)C2=O (stereo unspecified)
 : 3, 1.1, -2, -13, 4%, 6, 0.99, 0, -14
(59) Cc1ccc(C)c(NC(=O)C2CC=CCC2C(=O)O)c1 (stereo unspecified)
 : -5, 1.1, 2, 13, 4%, 2, 1, 2, -4
(60) CCOC(=O)CSc1ccc2nnc(-c3ccncc3)n2n1
 : 7, 1.4, -8, 5, 9%, 6, 1, 0, -9
(61) CN1C(=O)c2oc3ccccc3c(=O)c2C1c1ccncc1 (stereo unspecified)
 : -3, 1.1, -4, 10, 9%, 0, 1, 1, -21
(62) COc1ccc(NC(C)=O)cc1NC(=O)CCn1c(=O)sc2ccccc21
 : 8, 1.1, 4, -4, 1%, -1, 1, -8, -7

Quoted at random: 2 compounds from above.
The line under a structure holds: PKA kinase inh, Autofluor 339, MMP13 inh, HEK293 NFkB inh, NADH coupling, ROCK2 inh, A340 absorber, JNK3 blocker, Ecoli tolC
(52) O=C(CN(CC1CCCO1)C(=O)CCC(=O)Nc1nccs1)NCc1ccc2c(c1)OCO2 (stereo unspecified)
 : -10, 1.1, -5, -5, 10%, -1, 0.97, 7, -15
(47) O=C1CC(c2ccccc2)Sc2ccccc2N1 (stereo unspecified)
 : 1, 1.1, -6, 27, 1%, -2, 0.99, -1, 6
